Source: PubChem BioAssay
pAkt inh = blocks phosphorylation of Akt. Neuro2A IGF-stimulated pAkt S473 HTRF, 20 min; stronger effect = lower value. 360,000 compounds, 0.32% hits. activity change, % for hits at 50 µM; in the data active = activity change below about -80%; inconclusive = mostly about -51% to -80%; note: % is set by controls: 0 for no effect and ±100 for the full control effect
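Neuro2A cells (4,500/well, DMEM with 0.5% FBS) were treated with compound at a single 50 µM final concentration, stimulated with 6 nM IGF for 20 min at 37 °C, and lysed. Phospho-Akt Ser473 was read by HTRF as 665/615 ratio ×10^4.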
GLP-1R inv ag = acts as inverse agonist at human GLP-1 receptor; Potency, µM (titrated, usually from 38.3 µM), for the others: at the top dose activity change, negative = inhibition, usual class: inhibitors; 410,000 compounds, 1.6% hits; HEK293 GLP-1R CRE-luciferase, luminescence, 24 h; GLP-1R form is constitutively active; AID 624417; P43220; note: potency is the fitted concentration of half-maximal effect; % is set by controls: 0 for no effect and ±100 for the full control effect; nearly all actives have a fitted effect of over 55% in size
Target sequence (P43220 whole entry, looked up): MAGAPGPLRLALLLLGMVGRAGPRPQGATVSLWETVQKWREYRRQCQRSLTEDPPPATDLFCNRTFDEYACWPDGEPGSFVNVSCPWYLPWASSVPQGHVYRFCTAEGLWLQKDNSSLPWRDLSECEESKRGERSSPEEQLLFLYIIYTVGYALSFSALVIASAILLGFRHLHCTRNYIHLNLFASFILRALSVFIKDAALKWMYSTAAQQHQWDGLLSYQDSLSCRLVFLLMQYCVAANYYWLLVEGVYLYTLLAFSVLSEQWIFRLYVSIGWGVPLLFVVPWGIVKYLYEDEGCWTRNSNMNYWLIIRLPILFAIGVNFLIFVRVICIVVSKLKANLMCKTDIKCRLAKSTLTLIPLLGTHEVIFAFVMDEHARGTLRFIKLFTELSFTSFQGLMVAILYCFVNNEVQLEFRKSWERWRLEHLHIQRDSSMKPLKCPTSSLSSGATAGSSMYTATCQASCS
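Constitutively active GLP-1R drives a cAMP-responsive luciferase in stably transfected HEK293 cells; test compounds are added after overnight (12 h) attachment and left 24 hr, and signal loss in luminescence marks inhibition.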
TDP-43 yeast inh = inhibitors of TDP-43 toxicity in yeast; TDP-43 expressing yeast growth rescue, BacTiter-Glo, 24 h; Potency, µM (doses to about 46.1 µM), inactives show at the top dose growth rescue (activation), actives largely listed as activators; 410,000 compounds, 1.8% hits; note: potency is the fitted concentration of half-maximal effect; % of control where 0% means no effect; nearly all actives have a fitted effect of over 50% in size
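Cell-based yeast growth screen: TDP-43 expression induced in galactose, inoculum OD600=0.02 after raffinose pregrowth to mid-log. Read-out BacTiter-Glo luminescence at 24 hr, 30 deg C; inhibition of toxicity seen as signal increase.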
Abeta yeast res = restores growth of yeast expressing A-beta42 peptide. Potency, µM (titrated, usually from 46.1 µM), without a hit: at the highest dose growth rescue, hits mostly activators. 410,000 compounds, 0.063% hits. AID 1347071. yeast expressing A-beta42, growth rescue, OD600, 48 h; response scale: 0% DMSO, 100% iron-clioquinol control; note: potency is the fitted concentration of half-maximal effect; nearly all actives have a fitted effect of over 55% in size
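Yeast A-beta toxicity model in growth medium with pinned compounds, 48 h at 30 C; growth read as absorbance at 600 nm. Normalized to FeCl3/clioquinol equimolar mix (positive) and DMSO (negative).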
aSyn yeast inh = rescues yeast growth from alpha-synuclein toxicity; Yeast expressing alpha-synuclein, growth rescue, BacTiter-Glo, 24 h; Potency, µM (series often up to 46.1 µM), inactives show at the top dose growth rescue (activation), hits mostly activators; 370,000 compounds, 0.14% hits; note: potency is the fitted concentration of half-maximal effect; % of control where 0% means no effect; nearly all actives have a fitted effect of over 65% in size
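Screening used galactose-induced yeast with toxic alpha-synuclein levels, exposed to compound for 24 hr at 30 deg C. Cell growth, read with BacTiter-Glo luminescence, gave the measured signal.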
D3 antag = D3 dopamine receptor (human) antagonism; 360,000 compounds, 2.5% hits; D3R cells, DiscoveRx beta-arrestin luminescence, antagonist mode; stronger effect = lower value; P35462; AID 652054; max response, negative = inhibition, %; in the data active = max response below about -50%; inconclusive = no clear call, values can overlap the other calls; note: % is set by controls: 0 for no effect and ±100 for the full control effect; mostly tested at two doses, the higher about 12 µM
Target sequence (P35462 whole entry, looked up): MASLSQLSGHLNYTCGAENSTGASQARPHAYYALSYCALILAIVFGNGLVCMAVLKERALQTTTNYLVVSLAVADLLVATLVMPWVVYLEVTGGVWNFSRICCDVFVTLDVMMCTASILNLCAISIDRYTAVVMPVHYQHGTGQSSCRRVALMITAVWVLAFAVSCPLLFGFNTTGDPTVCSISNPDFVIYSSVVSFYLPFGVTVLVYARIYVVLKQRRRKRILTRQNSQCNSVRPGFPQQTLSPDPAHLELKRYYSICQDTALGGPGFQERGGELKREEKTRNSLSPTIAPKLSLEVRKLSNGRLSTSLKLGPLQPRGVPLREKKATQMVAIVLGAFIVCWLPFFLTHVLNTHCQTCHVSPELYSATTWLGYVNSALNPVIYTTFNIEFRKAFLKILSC
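Cells expressing the human receptor were seeded at 1500 cells/well, incubated overnight at 37 degrees C in 5% CO2, then exposed to library compounds with dopamine controls for 90 minutes at 37 degrees C before luminescent detection.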
FUS suppressor = suppressors of FUS proteinopathy in yeast. S. cerevisiae FUS-expressing, growth rescue, OD600, 24 h. Potency, µM (top dose mostly 76.6 µM), for the others: at the top dose growth rescue (activation), usual class: activators. 390,000 compounds, 0.24% hits. AID 1347120;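 note: potency is the fitted concentration of half-maximal effect; plate controls were DMSO vehicle for no effect and reference control for full effect; nearly all actives have a fitted effect of over 55% in size; some results filed as inactive show a strong effect at the top dose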
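Absorbance at 600 nm, taken 24hr after compound addition, measured rescue of FUS-yeast growth at 30C. Induction used 2% galactose with seeding at OD 0.005. Controls: CP55940 from 92uM final, DMSO only.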
GLP-1R agonist = GLP-1 receptor (human) agonism; 380,000 compounds, 0.007% hits; HEK293 GLP-1R CRE-luciferase, luminescence, 4-6 h; cells express a hypersensitive GLP-1R form; Potency, µM (series often up to 45.6 µM), for the others: top-dose activation, most hits filed as activators; AID 624172; note: potency is the fitted concentration of half-maximal effect; % of control where 0% means no effect
PTHR1 ag = activates the human parathyroid hormone receptor PTHR1 | Q03431 | HEK293 GP2 PTHR1 cells, GloSensor cAMP luminescence, 1 h | Potency, µM (highest dose often 115 µM), without a hit: at the highest dose activation, actives largely listed as activators | 410,000 compounds, 0.075% hits | AID 743266; note: potency is the fitted concentration of half-maximal effect; nearly all actives have a fitted effect of over 55% in size; some results filed as inactive show a strong effect at the top dose; inactives centre near -15; many of its hits are not listed in these tables
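HEK-293-derived GP2 cells expressing PTHR1 and a GloSensor cAMP reporter, 3,000/well, plated overnight, given luciferin plus IBMX (each 0.5 mM as added) for 1 h at 37 °C, then compound for 1 h at 37 °C. Luminescence was read after 15 min at room temperature.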
Starred values were filed as active, the others as inactive; i = inactive; ? = inconclusive; nt = not tested or not shown; [ ] = dose if it differs, or a comment. Unless noted, calls come from the whole dose curve; as a rule, active = well fitted curve in the direction sought with a large enough effect; inconclusive = small, poorly fitted or top-dose-only effect, or another doubt; inactive = no such curve, though single readings can be large; an effect the other way counts as inactive or inconclusive. Some of the compounds tested. The share of hits here may be higher or lower than overall.

SMILES	pAkt inh	GLP-1R inv ag	TDP-43 yeast inh	Abeta yeast res	aSyn yeast inh	D3 antag	FUS suppressor	GLP-1R agonist	PTHR1 ag
COc1cc(OC)cc(C(=O)NCCNC(=O)c2ccco2)c1	i	32.1%[activator]	-17.5%	-10.0%	-3.6%	-8.6	16.0%	12.1%	-3.7%[57.5 µM]
COc1ccc(Br)cc1CNC(=O)c1nn(-c2ccc(C)cc2)c(=O)c2c1c1ccccc1n2C	nt	9.8%	-14.5%	-15.7%	nt	nt	-11.6%	nt	-15.3%
NC(=O)CCC(NC(=O)c1ccc(Cl)cc1)C(=O)NCCc1ccc2c(c1)OCCO2 (configuration not stated)	i	-4.6%	3.5%	3.7%	0.1%	-0.7	5.6%	0.8%	-11.7%
Cc1ccc2c(c1)c(=O)c1ccccc1n2CCCC(=O)Nc1cc(Cl)ccc1C	nt	0.7%	28.1%	-4.3%	nt	nt	6.3%	nt	-71.2%
COc1ccccc1NC(CC(=O)c1ccccc1)C(=O)OCC(=O)c1ccc(Br)cc1 (configuration not stated)	i	?	0.9%	9.3%	-15.6%	10.1	0.9%	1.6%	i
CCc1ccc(CNC(=O)c2cc3c(=O)n(Cc4cccs4)ccc3nc2C)cc1	nt	?	-11.3%	-6.5%	nt	nt	12.2%	nt	i
CCOC(=O)C1CCCN(C(=O)CN2C(=O)c3ccccc3C2=O)C1 (configuration not stated)	i	1.0%	-2.7%	-14.2%	-7.0%	9.3	19.7%	-13.0%	-22.9%[57.5 µM]
Cc1ccc(NC(=O)C(C)Sc2nc(-c3ccccc3)c(C#N)c(=O)[nH]2)c(C)c1 (configuration not stated)	nt	-2.5%	12.2%	9.2%	nt	nt	9.3%	nt	i
O=C(NCc1ccco1)C(C(=O)c1ccc(F)cc1)n1ccccc1=O (configuration not stated)	i	42.8%[activator]	-12.6%	2.2%	1.0%	-17.4	18.9%	-6.0%	?
C=CCc1cccc2cc(C(=O)NCc3cccnc3)c(=O)oc12	i	15.5%	-18.0%	-0.5%	12.9%	1.5	21.1%	7.2%	i
CC(=O)Nc1ccc2nc(SCC(=O)Nc3ccc(N4CCOCC4)c(Cl)c3)sc2c1	i	1.6%	-2.6%	19.6%	-14.2%	48.9	-0.2%	14.7%	-11.1%[57.5 µM]
COc1ccc(CCN(C)C(=O)N2CCOCC2)cc1OC	i	45.9%[activator]	0.9%	-1.8%	-4.6%	-25.8	6.8%	-0.7%	i
NC(=O)c1sc2nc(N3CCCCC3)c3c(c2c1N)CCCC3	i	1.4%	0.0%	24.6%	0.4%	-6.7	46.2%	10.3%	i
COc1ccc(Cn2nnc3c(=O)[nH]c(C(=O)NCCc4ccc(F)cc4)nc32)cc1OC	i	-7.2%	3.0%	-14.1%	-0.9%	0.0	17.4%	-6.1%	3.6%
COC(=O)Cc1c(C)c2ccc(OCC(=O)N3CCC(C)CC3)c(C)c2oc1=O	i	25.5%	-4.8%	-1.8%	-0.6%	9.9	18.2%	12.8%	-21.5%
COc1cc(C)nc(N2CCC(C(N)=O)CC2)n1	i	1.2%	-12.0%	3.6%	-1.8%	3.4	-0.3%	-1.7%	i
Cn1c(=O)c2c(nc(Sc3ncnn3CC(=O)N3CCOCC3)n2C)n(C)c1=O	i	1.4%	-4.8%	-5.0%	-0.9%	-9.7	-18.7%	-4.1%	i
COCc1[nH]c(=S)c(C#N)cc1C(=O)OC	i	-3.8%	9.7%	-0.3%	0.1%	-7.8	?	0.3%	i
CC(C)[C@H](NS(=O)(=O)c1cccc(C(F)(F)F)c1)C(=O)OCC(=O)NC(=O)NCc1ccco1	i	?	10.7%	16.1%	0.0%	-16.0	?	-2.7%	-29.5%
COc1cc(/C=C/C(=O)OCC(=O)NCCc2ccccc2)cc(OC)c1OC	i	5.6%	-22.6%	-7.7%	-1.2%	-12.1	16.4%	2.7%	-12.6%

Some of the entries above, set out differently.
Every second line gives: pAkt inh	GLP-1R inv ag	TDP-43 yeast inh	Abeta yeast res	aSyn yeast inh	D3 antag	FUS suppressor	GLP-1R agonist	PTHR1 ag
C=CCc1cccc2cc(C(=O)NCc3cccnc3)c(=O)oc12
→ i	15.5%	-18.0%	-0.5%	12.9%	1.5	21.1%	7.2%	i
CC(=O)Nc1ccc2nc(SCC(=O)Nc3ccc(N4CCOCC4)c(Cl)c3)sc2c1
→ i	1.6%	-2.6%	19.6%	-14.2%	48.9	-0.2%	14.7%	-11.1%[57.5 µM]

Additional compounds follow.
SMILES	pAkt inh	GLP-1R inv ag	TDP-43 yeast inh	Abeta yeast res	aSyn yeast inh	D3 antag	FUS suppressor	GLP-1R agonist	PTHR1 ag
CCN1CCN(C(C(=O)NC2CCCCC2)C2CC2)CC1 (configuration not stated)	i	24.6%	14.0%	-5.6%	-1.2%	19.2	-29.7%	-1.9%	-18.7%
CCOc1ccc(OCC)c(NC(=O)c2cc(S(=O)(=O)N3CCc4ccccc43)cn2C)c1	nt	-10.7%	13.9%	0.5%	nt	nt	-5.2%	nt	i
Brc1ccc(Cn2c(-c3ccc(Br)o3)nc3ccccc32)o1	i	?	12.6%	0.3%	-7.1%	32.4	?	22.5%	-44.6%[inhibitor]
CCOC(=O)c1ccc(-c2ccc(/C=C(\C#N)C(=O)Nc3ccc(C)cc3OC)o2)cc1	nt	-22.4%	0.0%	8.6%	nt	nt	-19.2%	nt	i
O=C(NCC(c1ccco1)S(=O)(=O)c1cccs1)c1ccc(F)cc1 (configuration not stated)	nt	16.7%	25.0%	-1.1%	nt	nt	4.2%	nt	i
CCn1c(NCc2ccccn2)nc2c1c(=O)n(C)c(=O)n2C	i	5.0%	9.9%	12.0%	-6.1%	-17.7	13.6%	-0.6%	i
CCOCC(=O)Nc1cc(C(=O)Nc2cccc(C)c2C)ccc1Cl	i	-1.6%	9.1%	6.3%	?	-13.6	8.8%	10.6%	26.6%[57.5 µM]
Cn1c(=O)n(C)c2cc(S(=O)(=O)NCCc3ccccc3)ccc21	i	13.5%	18.5%	11.9%	7.8%	36.1	3.1%	6.9%	-0.6%[57.5 µM]
CCCc1ccc(S(=O)(=O)N2CCC(c3nnnn3-c3ccc(OC)cc3)CC2)cc1	nt	1.7%	1.8%	-19.2%	nt	nt	-22.1%	nt	i
N/C(=N\N=Cc1ccc2c(c1)OCO2)NN=Cc1ccc2c(c1)OCO2	i	?	0.0%	-11.1%	-0.5%	7.8	nt	6.0%	-11.8%
Cc1ccc(C(=O)CCC(=O)OCC(=O)NNC(=O)c2ccc([N+](=O)[O-])cc2)cc1	i	0.3%	0.5%	-2.6%	-1.3%	8.8	nt	7.8%	9.1%
CC1(C)CC(NC(=O)c2ccc(-c3ccc([N+](=O)[O-])cc3)o2)CC(C)(C)N1	i	?	-9.9%	-9.5%	-3.2%	-4.9	27.8%	8.1%	i
COc1ccc(OC)c(C2CC(c3ccc(NS(C)(=O)=O)cc3)=NN2C(=O)c2ccccc2)c1 (configuration not stated)	i	-12.7%	14.5%	2.6%	4.2%	0.4	36.1%	-0.7%	-21.2%
CCCNC(=O)CCNS(=O)(=O)c1ccc2c(c1)c(=O)n(C)c(=O)n2C	nt	9.1%	3.2%	-7.6%	nt	nt	-23.4%	2.4%	-2.4%
Cc1cc(NC(=S)N(CCN2CCOCC2)Cc2ccccc2F)ccc1Cl	i	?	-19.5%	-7.3%	-4.2%	?	5.5%	11.3%	-17.5%
CCc1nc2c(=O)[nH]cnc2o1	i	3.7%	11.3%	0.0%	-4.4%	9.2	-25.1%	-3.1%	i
COCCN1Cc2cccc(C(=O)Nc3ccc(Cl)cc3Cl)c2C1=O	nt	-2.7%	15.8µM*	-28.4%	nt	nt	29.6%	8.5%	-8.1%
CC1CCCN(c2cc3c(cc2F)c(=O)c(S(=O)(=O)c2cccc(Cl)c2)cn3C)C1 (configuration not stated)	nt	-7.4%	0.0%	1.5%	nt	nt	1.7%	nt	-1.8%
CCCNC(=O)c1ccc2c(c1)S(=O)(=O)c1ccccc1C2=O	i	129.9%[activator]	1.3%	-4.6%	-5.3%	-8.0	5.4%	0.4%	?
O=C(c1cccc(N2C(=O)C3C4C=CC(C4)C3C2=O)c1)N1CCN(c2ccc(F)cc2)CC1 (configuration not stated)	i	?	-0.6%	4.3%	0.0%	3.7	17.2%	12.8%	i
Cc1ccc(Cl)cc1N1CCN(S(=O)(=O)c2ccc(-c3cnc(C4CC4)o3)cc2)CC1	nt	?	0.0%	-3.4%	nt	nt	5.3%	nt	-11.8%
COc1cc(C(=O)Nc2cc(S(C)(=O)=O)ccc2Cl)ccc1OCC(=O)N1CCOCC1	i	4.8%	-4.0%	1.4%	-2.2%	?	-6.2%	-7.6%	-93.0%[inhibitor]
CC(=O)Nc1cccc(NC(=O)c2c(-c3ccccc3)c(-c3ccccc3)nn(C)c2=O)c1	nt	6.8%	7.2%	-5.5%	nt	nt	-0.8%	nt	i
CC(=O)Nc1ccc2c(COC(=O)[C@@H](NS(=O)(=O)c3ccc(C)cc3)C(C)C)cc(=O)oc2c1	i	-24.0%	-7.5%	1.9%	-4.2%	-6.1	?	11.5%	-41.6%[inhibitor]

Ordered by value in GLP-1R inv ag (smallest number first): three from the list above
structure	pAkt inh	GLP-1R inv ag	GLP-1R agonist	PTHR1 ag
CC(=O)Nc1ccc2c(COC(=O)[C@@H](NS(=O)(=O)c3ccc(C)cc3)C(C)C)cc(=O)oc2c1	i	-24.0%	11.5%	-41.6%[inhibitor]
COc1cc(C(=O)Nc2cc(S(C)(=O)=O)ccc2Cl)ccc1OCC(=O)N1CCOCC1	i	4.8%	-7.6%	-93.0%[inhibitor]
CC(=O)Nc1cccc(NC(=O)c2c(-c3ccccc3)c(-c3ccccc3)nn(C)c2=O)c1	nt	6.8%	nt	i
